# MmCpn inh: Inhibitors of TCP-1 ring complex (TRiC) of Methanococcus maripaludis (MmCpn): qHTS; Potency, µM (series often up to 76.9 µM), without a hit: at the top dose activity, negative = inhibition, actives largely listed as inhibitors; Chaperonin Mm-Cpn (Methanococcus maripaludis); 330,000 compounds, 0.031% hits; purified Mm-Cpn ATPase, ADP Transcreener TR-FRET; also: potency is read from the fitted curve at half-maximal effect; % is scaled to controls: 0 for no effect and ±100 for the full control effect; nearly all actives have a fitted effect of over 80% in size
#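 Quantitative HTS used 25 nM Mm-CPN and 10 uM ATP in magnesium/KCl Tris buffer, pH 7.4, with 1 mM DTT. Hydrolysis ran 30 min at 37°C; ADP was read by HTRF.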
# Nrf2 inh: Nrf2 qHTS screen for inhibitors; A549 ARE-Fluc reporter, luciferase luminescence, 18-24 h; 360,000 compounds, 2.1% hits; Potency, µM (titrated, usually from 46 µM), inactives show at the top dose activity change, negative = inhibition, hits mostly inhibitors; also: potency is read from the fitted curve at half-maximal effect; % is scaled to controls: 0 for no effect and ±100 for the full control effect; nearly all actives have a fitted effect of over 60% in size
#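 Quantitative HTS in A549 cells stably bearing an antioxidant response element-firefly luciferase construct. Inhibition of Nrf2-driven transcription was scored by luminescence after 18-24 h of compound exposure at 37 °C.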
# A549 viability: Nrf2 qHTS screen for inhibitors: counterscreen for cytotoxicity. A549 ARE-Fluc cells, CellTiter-Fluor viability, 18-24 h. Potency, µM (series often up to 46 µM), without a hit: at the top dose activity change, negative = cytotoxicity, usual class: inhibitors. 390,000 compounds, 0.16% hits. AID 504648, 2011; also: potency is read from the fitted curve at half-maximal effect; % is scaled to controls: 0 for no effect and ±100 for the full control effect
#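 Cytotoxicity counterscreen: CellTiter-Fluor fluorescence was measured in A549 ARE_Fluc cells after 18-24 h of compound exposure in a concentration series. The subsequent BugLite luminescent read reports ARE-luciferase activity.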
# TGFb SMAD3 inh: qHTS for Inhibitors of TGF-b; 410,000 compounds, 1.2% hits; AID 588855, 2011; HepG2 CAGA-GFP TGF-b/SMAD3 reporter, GFP fluorescence, 18 h; TGF-beta stimulated, 500 pg/mL final; Potency, µM (top dose mostly 46.1 µM), inactives show at the top dose activity, negative = inhibition, most hits filed as inhibitors; also: potency is read from the fitted curve at half-maximal effect; % is scaled to controls: 0 for no effect and ±100 for the full control effect; nearly all actives have a fitted effect of over 65% in size
#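 HEPG2 CAGA-GFP cells (1000/well, DMEM with 1% FBS) were pre-incubated 2 h at 37 degrees C, given compound by pin tool, then stimulated with TGF-beta at 500 pg/mL final for 18 h before per-cell GFP fluorescence imaging.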
# Abeta yeast res: qHTS for compounds that reverse cellular toxicity of Amyloid beta (A-beta) peptide in yeast: Primary Screen | Potency, µM (series often up to 46.1 µM), for inactives: at the top dose growth rescue, usual class: activators | yeast expressing A-beta42, growth rescue, OD600, 48 h; response scale: 0% DMSO, 100% iron-clioquinol control | 410,000 compounds, 0.063% hits; also: potency is read from the fitted curve at half-maximal effect; nearly all actives have a fitted effect of over 55% in size
#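 Yeast A-beta toxicity model in growth medium with pinned compounds, 48 h at 30 C; growth read as absorbance at 600 nm. Normalized to FeCl3/clioquinol equimolar mix (positive) and DMSO (negative).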
# pAkt inh: HTS Assay for Inhibitors of Akt Phophorylation: Primary Screen; Neuro2A IGF-stimulated pAkt S473 HTRF, 20 min; active compounds read low; activity change, % for hits at 50 µM; 360,000 compounds, 0.32% hits; AID 651550, 2012; in the data active = activity change below about -80%; inconclusive = mostly about -51% to -80%; also: % is scaled to controls: 0 for no effect and ±100 for the full control effect
#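 Single-point screen (50 µM final compound) in Neuro2A cells stimulated 20 min with 6 nM IGF at 37 deg C. After lysis, Ser473-phosphorylated Akt read by HTRF (ex 330 nm, em 615/665 nm) as the 665/615 ratio.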
# CCT modulator: High-Throughput Screening for Modulators of Cytosolic Chaperonin Activity; purified chaperonin ATPase assay, HTRF ADP detection, 30 min; activity change, % (test concentration not listed), hits read low; 360,000 compounds, 0.3% hits; AID 651819, 2012; in the data active = activity change below about -30%; also: % is scaled to controls: 0 for no effect and ±100 for the full control effect
#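 TRiC (40 or 20 nM final, by batch activity) in 30 mM Tris pH 7.4, 100 mM KCl, 5 mM MgCl2, 1 mM DTT was treated with compound at 76 uM single dose, then 10 uM ATP, 30 min at 37 °C. ADP was read by HTRF Transcreener.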
# HepG2 viability: qHTS for Inhibitors of TGF-b: Cytotox Counterscreen. HepG2 CAGA-GFP viability, ATP luminescence, 18 h. Potency, µM (highest dose often 46.1 µM), inactives show at the highest dose activity change, negative = cytotoxicity, hits mostly cytotoxic. AID 588856, 2011. 410,000 compounds, 0.76% hits; also: potency is read from the fitted curve at half-maximal effect; some results filed as inactive show a strong effect at the top dose
#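 CellTiter-Glo luminescence gave cytotoxicity after 18 hours at 37 degrees C. The cells were HepG2 CAGA-GFP in 1% FBS DMEM, stimulated with 500 pg/mL TGF-beta after compound addition. %Activity was normalised to no-cell wells (complete cell-killing) and DMSO (no toxicity), and curves were fitted and classified.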
# Nrf2 ARE act: qHTS of Nrf2 Activators | Potency, µM (series often up to 46.1 µM), for the others: top-dose activation, usual class: activators | 410,000 compounds, 0.31% hits | AREc32 ARE-luciferase reporter (MCF7-derived line), luminescence, 24 h; also: potency is read from the fitted curve at half-maximal effect; % of control where 0% means no effect; nearly all actives have a fitted effect of over 65% in size
#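 Cells of the AREc32 ARE-luciferase line are plated in OPTI-MEM containing 5% FBS and left overnight at 37 deg C. Compounds are pinned in, incubation continues 24 hr, and firefly luciferase signal is then measured.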
# Active calls of the source: *; i = inactive; ? = inconclusive; . = not tested or not shown; & = joins results of further samples; [ ] = remark or other dose. Unless noted, calls follow the shape of the dose curve; as a rule, active = well fitted curve in the direction sought with a large enough effect; inconclusive = small, poorly fitted or top-dose-only effect, or another doubt; inactive = no such curve, though single readings can be large; an effect the other way counts as inactive or inconclusive.
SMILES,MmCpn inh,Nrf2 inh,A549 viability,TGFb SMAD3 inh,Abeta yeast res,pAkt inh,CCT modulator,HepG2 viability,Nrf2 ARE act
CC1(C)CC(=O)/C(=N/Nc2ccc(Cl)cc2)CO1,1%,16%,18%,-1%,-1%,i,1.7,-12%,3.3%
O=C(CCCl)N1CCN(c2nc(-c3ccccc3)cs2)CC1,-11%,7%,13%,-12%,4%,i,1.2,-7%,6.9%
COc1cc(C2c3c(-c4ccccc4O)n[nH]c3C(=O)N2Cc2ccco2)cc(OC)c1OC (stereo not given),-2%,-19%,2%,-1%,2%,i,-3.8,-17%,-0.5%
C=Cn1cc(CNC[C@H]2O[C@@H](n3cnc4c(=O)[nH]c(N)nc43)[C@H](O)[C@@H]2O)c(C)n1,.,.,.,-1%,-11%,i,1.0,4%,-0.2%
CCCn1c(N)c(C(=O)CSc2nnc(-c3cccs3)n2C2CC2)c(=O)[nH]c1=O,-2%,0%,4%,-25%,1%,i,-1.9,4%,-0.6%
O=C(/C=C/c1cccc2ccccc12)c1ccncc1,0%,?,-4%,11µM*,-91%[inhibitor],i,-1.3,11µM*,8.0%
COCCNC(=O)c1ccc2c(c1)ncn2-c1cccc(C)c1,1%,2%,-5%,-16%,2%,i,1.1,-4%,0.6%
CCOc1ccc(S(=O)(=O)/N=C(/c2ccccc2)N(C)C)cc1,0%,0%,-2%,15%,-2%,i,2.2,-3%,-0.8%
CCOc1ccc(NC(=O)CN2CCN(CC(=O)Nc3ccccc3OC)CC2)cc1,3%,-22%,2%,-18%,9%,i,1.4,2%,4.6%
CC(C)(C)NC(=O)C1(C)CCC(=O)N1CC(F)(F)F (stereo not given),.,.,.,3%,-25%,i,-0.7,-10%,-0.2%
COCCNC(=O)c1nn2cccnc2c1Cl,-1%,-7%,0%,9%,10%,i,-0.9,-7%,0.4%
O=C(Nc1ccc(Cl)cc1F)C1CCN(S(=O)(=O)c2cccnc2)CC1,2%,.,-1%,-11%,19%,i,-3.5,7%,-0.2%
Cc1ccccc1NC(=O)c1ccc2nc(N3CCOCC3)sc2c1,-1%,-19%,1%,2%,2%,i,-4.6,0%,0.1%
Cc1cc(NC(=O)CSc2nnc(-c3ccncc3)n2-c2ccc(F)cc2)no1,-1%,8%,3%,0%,0%,i,-17,-1%,-0.1%
CC(C)c1ccc2c(c1)-c1ccccc1S(=O)(=O)N2CC(=O)N1CCCCC1,.,22%,4%,-20%,14%,.,.,2%,4.6%
COc1ccccc1NC(=O)CCCOc1cc(=O)n(C)c2ccccc12,.,?,-8%,-2%,0%,.,.,-44%,-0.5%
Cc1ccc2c(CC(=O)Nc3sccc3C(N)=O)coc2c1,-3%,?,8%,-3%,0%,i,2.6,0%,3.1%
CCCNC(=O)c1ccc(CNc2c(N3CCC(C(=O)OCC)CC3)c(=O)c2=O)cc1,0%,.,-12%,7%,-2%,i,-2.9,0%,2.4%
Cc1nc([N+](=O)[O-])cn1CC(=O)NCCCO,0%,13%,-1%,-2%,3%,i,-0.2,9%,0.4%
CN(C(=O)NC1CCCCC1)[C@H]1C[C@H]2c3[nH]c4ccccc4c3CCN2C(=O)[C@H]1CO,.,.,.,2%,5%,i,-57*,1%,7.6%
O=C(Nc1cccc2cccnc12)c1csc(COCCO)n1,.,.,.,-14%,-18%,i,-1.2,-36%,-0.9%
CCCCC1Cc2[nH][nH]c(=O)c2C(c2ccc(F)cc2)O1 (stereo not given),.,.,.,.,5%,i,1.6,.,0.1%
COC(=O)Cc1c(O)ccn(C2CC2)c1=O,-4%,-3%,2%,3%,-6%,i,-3.5,-15%,0.3%
CCOc1ccc(NC(=O)Cn2nnc(C(=O)Nc3ccc(OCC)cc3)c2N)cc1,.,28%,-2%,19%,-4%,.,.,1%,-0.5%
O=C(CNC(=O)[C@@H]1Cc2ccccc2CN1)Nc1ccc2c(c1)OCO2,-2%,-1%,-16%,6%,0%,i,1.1,6%,0.1%

# Taken from above for reference:
SMILES,MmCpn inh,Nrf2 inh,A549 viability,TGFb SMAD3 inh,Abeta yeast res,pAkt inh,CCT modulator,HepG2 viability,Nrf2 ARE act
CC1(C)CC(=O)/C(=N/Nc2ccc(Cl)cc2)CO1,1%,16%,18%,-1%,-1%,i,1.7,-12%,3.3%
O=C(CCCl)N1CCN(c2nc(-c3ccccc3)cs2)CC1,-11%,7%,13%,-12%,4%,i,1.2,-7%,6.9%
COc1cc(C2c3c(-c4ccccc4O)n[nH]c3C(=O)N2Cc2ccco2)cc(OC)c1OC (stereo not given),-2%,-19%,2%,-1%,2%,i,-3.8,-17%,-0.5%
C=Cn1cc(CNC[C@H]2O[C@@H](n3cnc4c(=O)[nH]c(N)nc43)[C@H](O)[C@@H]2O)c(C)n1,.,.,.,-1%,-11%,i,1.0,4%,-0.2%
CCCn1c(N)c(C(=O)CSc2nnc(-c3cccs3)n2C2CC2)c(=O)[nH]c1=O,-2%,0%,4%,-25%,1%,i,-1.9,4%,-0.6%
O=C(/C=C/c1cccc2ccccc12)c1ccncc1,0%,?,-4%,11µM*,-91%[inhibitor],i,-1.3,11µM*,8.0%
COCCNC(=O)c1ccc2c(c1)ncn2-c1cccc(C)c1,1%,2%,-5%,-16%,2%,i,1.1,-4%,0.6%
CCOc1ccc(S(=O)(=O)/N=C(/c2ccccc2)N(C)C)cc1,0%,0%,-2%,15%,-2%,i,2.2,-3%,-0.8%
CCOc1ccc(NC(=O)CN2CCN(CC(=O)Nc3ccccc3OC)CC2)cc1,3%,-22%,2%,-18%,9%,i,1.4,2%,4.6%

# Later entries
SMILES,MmCpn inh,Nrf2 inh,A549 viability,TGFb SMAD3 inh,Abeta yeast res,pAkt inh,CCT modulator,HepG2 viability,Nrf2 ARE act
CO/N=C(/CNC(=O)c1ccc(F)cc1)c1ccc(Cl)cc1,-2%,-3%,1%,5%,1%,i,2.8,-1%,0.1%
COc1ccc(-c2cc3ncc(C(C)=O)c(C)n3n2)cc1,-2%,?,-1%,-9%,1%,i,-2.2,-20%,9.3%
CN(C)c1ccc(C(CNC(=O)c2ccc(C(C)(C)C)cc2)N2CCOCC2)cc1 (stereo not given),.,.,-18%,-13%,4%,.,.,-32%,11%
Cc1ccccc1/C(N)=N/OC(=O)c1cccs1,1%,23%,-4%,0%,-1%,i,-5.1,-46%,?
CCOc1ccc(N(C)S(=O)(=O)c2ccc3c(c2)C(C)(C)C(=O)N3C)cc1,.,?,4%,2%,-8%,.,.,-7%,0.7%
CC(O)(c1ccccc1)c1ccc2ccccc2n1 (stereo not given),.,10%,2%,17%,1%,i,0.1,15%,3.9%
CCOc1ccc(C(=O)NC(C(=O)N2CCC2)C(C)C)cc1 (stereo not given),2%,14%,0%,-4%,-9%,i,-1.6,-2%,3.9%
Cc1cc(/N=C/C=C2/N(C)c3ccccc3C2(C)C)n(CCC#N)n1,.,-21%,?,-16%,11%,i,-1.7,-17%,0.1%
CSc1nn2c(C)c(C)c(C)nc2c1C#N,0%,11%,7%,7%,-32%,i,1.4,2%,0.2%
COc1ccccc1-c1cc(-c2ccc(C)cc2)nc(SCc2nnc(-c3ccccc3)o2)c1C#N,-4%,8%,18%,-9%,6%,i,-1.5,-3%,-0.5%
CC(CCc1ccccn1)C(=O)C(C)CCc1ccccn1 (stereo not given),.,-4%,2%,-2%,-4%,i,-2.4,0%,0.1%
CCc1nn2c(=O)cc(COC(=O)C(c3ccccc3)c3ccccc3)nc2s1,.,?,13%,?,-35%,.,.,-39%,4.0%
CC(=O)Nc1ccc(CN2CCN(c3cccc(C(F)(F)F)c3)CC2)cc1,-2%,-12%,-7%,-10%,15%,i,-1.2,-5%,0.1%
Oc1ccccc1/C=N/N1CCN(c2ccccn2)CC1,1%,?,-10%,-3%,-14%,i,0.1,20%,2.4%
O=S(=O)(c1ccccc1)N1CCC(n2nnc3cc(F)ccc32)CC1,0%,?,3%,26%,9%,i,0.9,-15%,-0.7%
CCn1c(=N)c(C(=O)NCc2ccccc2)cc2c(=O)n3cc(C)ccc3nc21,.,3%,0%,-10%,-12%,.,.,2%,-2.0%
CCNc1nc(NCC)nc(C(=O)OCCO)n1,-2%,18%,1%,11%,-2%,i,-2.0,5%,-1.1%
Oc1c(C=Nc2ccc(Cl)cn2)sc2ccccc12,-3%,?,0%,2%,-1%,i,0.3,-37%,7.7%
CSc1ccc(CCNC(=O)CN2C(=O)c3cccnc3Oc3ccc(C)cc32)cc1,1%,?,1%&-10%,-8%&0%,2%&16%,i,0.3,-14%&-26%,2.5%&0.4%
COCCNC(=O)[C@H]1C[C@@H]1[C@H](NP(=O)(c1ccccc1)c1ccccc1)c1ccccc1,-7%,-3%,-2%,4%,5%,i,-0.7,4%,-0.3%
Cn1cccc1-c1nc2ccc(NC(=O)c3ccco3)cc2[nH]1,0%,?,-1%,3%,1%,i,-1.6,-29%,2.8%
COc1ccc2c(c1)C(c1ccc(Cl)cc1)NC(=O)C2 (stereo not given),2%,-6%,6%,2%,3%,i,-2.0,0%,0.4%
COc1ccc2cc3c(nc2c1)OCC3,1%,3%,3%,-3%,-25%,i,-8.4,-44%,3.1%

# The order is random. Share with any hit: about 4.3%.
